# F508del corr – CFTR F508del correction in bronchial cells; 350,000 compounds, 0.36% hits; CFBE cells, YFP halide quenching; stimulated with forskolin plus potentiator P3; % fluorescence drop versus neutral controls; activity (quench increase), % at 7.58 µM;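 active means mean added fluorescence quench of at least 8% versus neutral control, with both replicates also reaching 8%; inconclusive means only one of the mean or replicate conditions met; inactive means mean below 8% and not both replicates reaching 8%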;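 further: cells transiently co-express mutant CFTR-F508del with the halide-sensitive YFP; corrector assay measuring rescue of mutant channel to the surface after 24 h compound exposure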
# RAD52 inh – inhibitors of human RAD52 DNA annealing | 360,000 compounds, 0.46% hits | P43351 | recombinant RAD52 DNA annealing, FRET fluorescence | AID 651710 | inhibition, % at 18.7 µM;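 active means every replicate showing at least 50% inhibition; inconclusive means mean inhibition at least 50% but not in every replicate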
# Target sequence (P43351 whole entry, looked up): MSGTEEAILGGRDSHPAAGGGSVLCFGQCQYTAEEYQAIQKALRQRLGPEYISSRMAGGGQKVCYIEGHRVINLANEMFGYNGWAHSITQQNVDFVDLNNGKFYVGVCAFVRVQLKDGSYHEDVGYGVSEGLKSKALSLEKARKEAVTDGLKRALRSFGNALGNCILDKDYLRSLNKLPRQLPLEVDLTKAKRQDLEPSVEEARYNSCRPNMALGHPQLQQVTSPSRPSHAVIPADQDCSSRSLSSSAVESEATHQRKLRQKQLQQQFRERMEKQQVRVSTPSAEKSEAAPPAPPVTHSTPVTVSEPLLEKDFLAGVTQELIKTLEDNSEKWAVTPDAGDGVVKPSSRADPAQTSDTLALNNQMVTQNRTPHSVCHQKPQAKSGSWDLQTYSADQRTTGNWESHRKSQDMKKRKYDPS
# Xi reactivation – activators of X-chromosome reactivation in mouse fibroblasts. XiGFP mouse fibroblasts, % GFP-positive cells imaging, 3 d; cells co-treated with 5-aza-dC sensitizer; scaled so ellipticine positive control = 100%. activation, % at 7.58 µM. 360,000 compounds, 0.055% hits. AID 743238;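 active means mean normalized replicate activation at least 10% and every replicate at or above 10%; inconclusive means only one of the two criteria met; inactive means mean below 10% and not all replicates reach 10%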;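 further: 0% = median of on-plate neutral control wells and 100% = ellipticine 6 µM median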
#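 Material: XiGFP fibroblasts, SV40-immortalized. Buffer or medium: DMEM plus 5-aza-dC sensitizer. Compound: single concentration per compound, delivered by pin transfer. Times: 3 days compound exposure. Controls: ellipticine 6 µM.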
# DENV2 CPE – inhibitors of DENV2 cytopathic effect; CPE inhibition, % at 9.99 µM; DENV2-infected cells, cytopathic effect rescue, plate reader; 350,000 compounds, 1.7% hits; in the data active means CPE inhibition above about 20%, passing the limit was not always enough; inconclusive means no clear call, values can overlap the other calls; tested in BHK-21 cells;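 further: 0% = median of neutral control wells and 100% = median of positive control wells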
# Casp6 inh – caspase-6 (human) enzyme inhibition; 350,000 compounds, 0.53% hits; inhibition, % at 12.5 µM; purified caspase-6, Z-VEID-R110 cleavage fluorescence; AID 686996; P55212;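 active means mean inhibition across replicates at least about 35%, with every replicate also reaching that limit, limit read from the data; inconclusive means only one of the two criteria met; inactive means neither criterion met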;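 further: 0% = median of neutral control wells and 100% = no fluorescence left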
# E-sel inducer – induces E-selectin expression in human endothelial cells | P16581 | HUVEC E-selectin immunofluorescence imaging; normalized: neutral wells 0, TNF-alpha wells 100 | activation, % at 7.58 µM | 260,000 compounds, 0.37% hits | AID 686992;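 active means mean E-selectin-positive cell signal at least 10% of the positive control, reached in at least 60% of replicates, without over 20% cell loss; inconclusive means no rule given, readout overlaps actives, possibly toxicity-flagged; inactive means the rest, including those meeting only one limit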;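 further: in these data hits start at about 27%; measured in HUVEC primary endothelial cells; signal is the percent of cells scored E-selectin positive by PE staining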
# Target sequence (P16581 whole entry, looked up): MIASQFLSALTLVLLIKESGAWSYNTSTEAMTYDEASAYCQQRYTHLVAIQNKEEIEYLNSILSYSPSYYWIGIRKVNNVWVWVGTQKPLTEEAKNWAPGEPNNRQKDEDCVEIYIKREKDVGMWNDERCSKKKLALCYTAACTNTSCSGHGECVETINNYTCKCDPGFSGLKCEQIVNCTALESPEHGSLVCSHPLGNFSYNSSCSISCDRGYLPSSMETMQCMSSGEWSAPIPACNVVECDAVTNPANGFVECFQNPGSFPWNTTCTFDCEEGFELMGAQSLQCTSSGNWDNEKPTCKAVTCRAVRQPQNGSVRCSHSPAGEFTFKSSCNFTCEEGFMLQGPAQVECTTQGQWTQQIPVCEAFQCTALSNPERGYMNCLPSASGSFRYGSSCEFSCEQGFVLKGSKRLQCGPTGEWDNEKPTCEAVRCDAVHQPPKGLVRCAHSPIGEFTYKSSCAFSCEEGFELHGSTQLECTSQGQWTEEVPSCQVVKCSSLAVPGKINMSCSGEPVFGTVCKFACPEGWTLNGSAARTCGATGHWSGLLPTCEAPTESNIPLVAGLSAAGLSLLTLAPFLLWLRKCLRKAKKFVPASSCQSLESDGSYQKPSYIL
#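 Read-out: % PE-positive cells | Test system: HUVEC | Doses: One compound dose added by pin transfer | Buffer or medium: EGM-2 over gelatin coat | Signal: Immunofluorescence imaging | Benchmarks: TNF-alpha, DMSO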
# GSIS activator – GLuc luminescence reporter in INS-1E cells, primary screen for activators of glucose-dependent secretion of insulin; 370,000 compounds, 0.61% hits; activation, % at 16.6 µM; INS-1E GLuc reporter insulin secretion, 2-3 h;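 active means lowest replicate activation of at least 40%, so every replicate reaches that level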;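 further: 0% = median of neutral control wells and 100% = median of IBMX positive control wells; some compounds called inactive have numbers as strong as hits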
# RAD54 branch – RAD54 (human) branch migration inhibition | Q92698 | RAD54 Holliday junction branch migration, FAM/BHQ fluorescence | inhibition, % at 10.4 µM | 360,000 compounds, 0.14% hits;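 active means mean normalized replicate activity at least 40 and at least half of replicates scoring 40 or more; inconclusive means only one of the two criteria met; inactive means mean below 40 and under half of replicates reaching 40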;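 further: 0% = median of neutral control wells and 100% = median of positive control wells; inhibitors cause a drop in the FAM fluorescence signal; in these data hits start at about 50%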
# The depositor's hits bear a star; u = inconclusive; x = no result given.
SMILES,F508del corr,RAD52 inh,Xi reactivation,DENV2 CPE,Casp6 inh,E-sel inducer,GSIS activator,RAD54 branch
C[C@@H]1CN([C@H](C)CO)S(=O)(=O)c2ccc(C3=CCCC3)cc2O[C@@H]1CN(C)C(=O)CN(C)C,1.5,2,0.5,3,-10,-0.4,1,-4
CCS(=O)(=O)N1CC(=O)N2[C@H](CO)[C@H](c3ccc(C4=CCCCC4)cc3)[C@@H]2C1,0.4,-6,0.0,-5,x,-0.2,-13,x
COC(=O)Cc1ccc(OCC(=O)NC2CCCC2)cc1,2.6,-5,0.2,-6,1,x,23,4
COc1ccccc1N1CCN(/N=C/C=C/c2ccccc2[N+](=O)[O-])CC1,0.8,-4,0.4,0,1,15,-2,-2
CC(=O)Nc1ccc(NC(=O)C(C)OC(=O)CNS(=O)(=O)c2cccc(Cl)c2)cc1 (stereo not given),-0.5,-17,0.0,8,0,x,17,-7
CCOCCCN(C(=O)c1snc(C(N)=O)c1N)C(C(=O)NC1CCCC1)c1ccc(O)cc1 (stereo not given),-1.9,-15,0.1,-1,2,x,1,5
COc1ccc2c3c([nH]c2c1)[C@H](CO)N(C(=O)CN(C)C)CC31CN(CC2CC2)C1,0.7,50*,0.0,-5,-31,-0.1,-1,x
O=C(O)CNC(=O)c1ccc2c(c1)OCCO2,x,-7,x,x,-5,x,18,-4
C[C@@H]1CN([C@@H](C)CO)S(=O)(=O)c2ccc(C#Cc3ccccn3)cc2O[C@H]1CN(C)Cc1ccccc1,-1.3,-80,-1.2,x,-5,0.1,-10,-2
O=C(CN(Cc1ccco1)C(=O)Cn1nnc(-c2cccs2)n1)NCC1CCCO1 (stereo not given),2.8,-5,0.2,1,0,x,5,1
CCOc1ccc(NC(=O)C2CCCN(c3nc(C)cc(C)n3)C2)cc1 (stereo not given),-1.3,-3,0.4,-3,-1,0.0,20,-64
O=C(CNS(=O)(=O)c1ccc(Cl)cc1)NNC(=O)c1cccnc1,0.8,-3,0.0,2,2,8.8,-3,x
COc1ccc(S(=O)(=O)NCc2ccncc2)cc1NC(=O)c1ccc(Cl)cc1,-2.6,-10,0.3,-8,-4,x,-7,5
Cc1ccccc1OCC(=O)NNC(=O)c1ccc(-c2ccccc2)cc1,-2.8,-13,x,-3,0,x,4,9
Cc1ccccc1-n1c(=O)cc(N2CCc3ccccc32)[nH]c1=O,0.4,-100,0.3,-1,2,0.2,0,0
Cc1cccc(S(=O)(=O)N2CCCCN3[C@@H](CO)[C@@H](c4ccc(C#CC5CC5)cc4)[C@@H]3C2)c1,1.1,-14,0.1,14,-4,-0.4,9,-1
COc1ccc(NC(=O)Nc2ccc3c(c2)CC(=O)N([C@H](C)CO)C[C@@H](C)[C@@H](CN(C)S(=O)(=O)c2ccc(Cl)cc2)O3)cc1,0.5,19,-1.2,3,2,-14,-14,x
Cc1noc(C)c1NC(=O)Nc1ccc2c(c1)C(=O)N([C@H](C)CO)C[C@H](C)[C@@H](CN(C)Cc1ccncc1)OCCCC[C@H](C)O2,-1.7,-7,0.1,8,-1,0.1,9,-9
C[C@@H]1CN([C@@H](C)CO)C(=O)c2cc(NS(=O)(=O)c3ccccc3)ccc2O[C@@H]1CN(C)Cc1ccc(C(=O)Nc2ccccc2N)cc1,0.9,5,0.2,4,2,18,-2,4
Cc1nnc(SCC(=O)N(CC(C)C)c2c(N)n(Cc3ccccc3)c(=O)[nH]c2=O)n1N,-6.7,-9,-0.1,79*,1,x,10,2
Cc1ccc(/C=N/NC(=O)c2cc(-c3cccnc3)nc3ccccc23)cc1,7.3,-4,0.1,-1,-5,0.8,11,x
COc1cccc(S(=O)(=O)Nc2ccc3c(c2)[C@@H]2C[C@@H](CC(=O)N[C@@H](C)c4ccccc4)O[C@@H](CO)[C@@H]2O3)c1,1.1,-11,0.1,12,0,0.2,-2,6
Cc1ccc(S(=O)(=O)N(C)C[C@@H]2OCCCC[C@H](C)Oc3ccc(NC(=O)Nc4ccc5c(c4)OCO5)cc3C(=O)N([C@H](C)CO)C[C@@H]2C)cc1,-0.9,-8,0.1,-5,0,x,-8,21
COCC(C)n1c(C)cc(C(=O)COC(=O)c2cccn2C)c1C (stereo not given),4.3,-10,0.1,-2,-2,0.8,x,3
CCOC(=O)NC1(C(F)(F)F)NC(=O)N(c2ccc(F)cc2)C1=O (stereo not given),x,-5,-0.1,11,0,x,x,x
COc1ccccc1NC(=O)N1C[C@@H]2[C@H](c3ccccc31)[C@H](CO)N2Cc1ccccc1F,3.7,-25,0.0,2,2,-0.5,1,2
COc1ccc(S(=O)(=O)N(C)C[C@H]2OCCCC[C@H](C)Oc3ccc(NC(=O)Nc4c(C)noc4C)cc3C(=O)N([C@@H](C)CO)C[C@H]2C)cc1,-0.8,-33,0.1,16,2,-0.2,15,-2
COc1ccc(C2/C=C\CN(Cc3ccc(N(C)C)cc3)CC(=O)N2Cc2ccc(F)cc2)cc1 (stereo not given),-0.1,-20,0.2,-5,-3,0.0,-6,-1
COc1ccc(S(=O)(=O)Nc2ccc3c(c2)CC(=O)N([C@@H](C)CO)C[C@@H](C)[C@H](CN(C)S(=O)(=O)c2ccc(F)cc2)O3)cc1,-3.1,x,-0.1,9,x,4.5,-20,1
O=C(Cc1ccccc1)NCC(=O)N1CCN(Cc2cccc(Cl)c2)CC1,-0.1,-15,0.0,-9,-2,-0.8,-14,-14
Cc1ccc(-c2nc(=O)[nH]c3ccccc23)cc1,-0.9,-6,0.0,-3,-3,x,6,0
Cc1ccccc1OCC(=O)N1CCCCCCC1,0.8,-10,0.0,6,-1,x,-4,-8
CC(C)(C)c1ccc(/C=N/NC(=O)C[n+]2ccccc2)cc1,2.6,12,0.1,-2,x,0.0,-8,-1
COc1ccc2c3c(n(C)c2c1)[C@@H](CO)N(Cc1cccc(F)c1)CC31CN(C(=O)Cc2ccccc2)C1,-2.3,-13,0.2,1,4,0.1,-23,x
C[C@H]1CCCCO[C@@H](CN(C)C(=O)Nc2ccccc2)[C@@H](C)CN([C@@H](C)CO)C(=O)c2cc(NC(=O)Nc3cccc4ccccc34)ccc2O1,-3.2,14,0.4,-2,1,0.0,8,-10
O=C(CC1C(=O)NCCN1Cc1cccc(Oc2ccccc2)c1)NCCCn1cccn1 (stereo not given),2.3,-9,0.9,0,-1,-1.4,-17,3

# Record cards, from the list above. Screens in order: F508del corr	RAD52 inh	Xi reactivation	DENV2 CPE	Casp6 inh	E-sel inducer	GSIS activator	RAD54 branch
# CC(C)(C)c1ccc(/C=N/NC(=O)C[n+]2ccccc2)cc1 as listed: 2.6	12	0.1	-2	x	0.0	-8	-1
# C[C@H]1CCCCO[C@@H](CN(C)C(=O)Nc2ccccc2)[C@@H](C)CN([C@@H](C)CO)C(=O)c2cc(NC(=O)Nc3cccc4ccccc34)ccc2O1 as listed: -3.2	14	0.4	-2	1	0.0	8	-10
# COc1ccccc1NC(=O)N1C[C@@H]2[C@H](c3ccccc31)[C@H](CO)N2Cc1ccccc1F as listed: 3.7	-25	0.0	2	2	-0.5	1	2
# Cc1ccc(-c2nc(=O)[nH]c3ccccc23)cc1 as listed: -0.9	-6	0.0	-3	-3	x	6	0

# (next part)
SMILES,F508del corr,RAD52 inh,Xi reactivation,DENV2 CPE,Casp6 inh,E-sel inducer,GSIS activator,RAD54 branch
C[C@@H]1CCCCO[C@@H](CN(C)C(=O)CCC(F)(F)F)[C@H](C)CN([C@H](C)CO)C(=O)c2cc(NS(C)(=O)=O)ccc2O1,0.0,-6,0.4,x,x,0.2,-7,-8
O=C(O)Cc1ccc(N2N=C(c3ccccc3)CC2=O)cc1,0.7,-15,0.1,8,1,-0.2,x,5
CCN(CC)C(=O)COc1ccc(/C=C(\C#N)S(=O)(=O)c2ccccc2)cc1OC,-0.6,-15,0.0,-5,3,x,6,-2
COc1ccc(C)cc1S(=O)(=O)N(CC(=O)NCc1ccco1)c1ccc(C)cc1,0.4,-9,0.1,-4,3,0.6,-34,-1
Cc1noc(C)c1NC(=O)Nc1ccc2c(c1)C(=O)N([C@@H](C)CO)C[C@@H](C)[C@@H](CN(C)Cc1ccc(C(=O)O)cc1)OCCCC[C@H](C)O2,4.3,x,-0.5,6,x,0.1,7,12
C[C@H]1CN([C@@H](C)CO)C(=O)c2cc(NC(=O)Nc3ccc(C(F)(F)F)cc3)ccc2O[C@@H]1CN(C)Cc1ccc(Oc2ccccc2)cc1,2.0,11,-0.1,0,-2,-2.8,-15,21
COc1ccc(CNCCCn2cnc3c(OCc4ccccc4)ncnc32)cc1,-3.8,-14,0.0,17,-4,0.4,11,0
COc1ccc2[nH]c(C(=O)Nc3ncc(C)cc3Br)cc2c1,1.0,5,0.1,8,2,-0.9,12,x
Cc1ccc(C(=O)C(O)C(c2ccc(C)cc2)N2CCCCC2)cc1 (stereo not given),-2.7,0,0.0,9,0,3.2,18,x
CN1C(=O)c2cc(NS(=O)(=O)c3cccc(F)c3)ccc2OC[C@H]2O[C@@H](CC(=O)N3CCc4ccccc4C3)CC[C@@H]21,-2.9,x,0.3,x,x,0.2,-9,-6
C[C@H]1CN([C@@H](C)CO)C(=O)Cc2cc(NC(=O)Nc3ccc(C(F)(F)F)cc3)ccc2O[C@@H]1CN(C)S(=O)(=O)c1cccs1,-0.2,-1,-0.1,-17,0,0.4,-42,4
CCc1nnc(NC(=O)CSc2nnc(C(C)NC(=O)c3ccccc3F)n2C)s1 (stereo not given),-0.8,-8,0.1,3,-1,x,-2,2
CCC(=O)Nc1c(OC(=O)CC)ccc2c(C)cc(=O)oc12,1.2,-7,0.0,u,0,0.0,3,-2
O=C(Nc1ccc(S(=O)(=O)N2CCCC2)cc1)c1ccc(Cl)nc1,3.3,-16,0.3,8,x,x,-4,x
CC(=O)c1ccc(NC(=O)C2CC2c2ccccc2)cc1 (stereo not given),-1.0,-13,0.5,-1,-7,x,12,x
C/C(=N\NC(=O)Cc1c(C)[nH][nH]c1=O)c1ccc2ccccc2c1,2.9,-13,0.1,8,-2,-1.3,22,x
C=CC[C@H](CC(=O)N(CCO)Cc1ccccc1)C(=O)NCCOC(=O)[C@@H](CC=C)Cc1ccc(F)cc1,-1.0,-6,0.0,u,0,-0.3,-9,0
CCOC(=O)C1=C(C)NC(=O)C(C#N)C1c1ccco1 (stereo not given),-0.8,-8,x,-1,1,x,34,x
O=C(CCNC(=O)c1ccccc1Cl)NCCCSc1ccccc1,4.0,-11,0.2,-13,1,x,-10,-3
CNC(=O)C[C@@H]1CC[C@@H]2[C@H](COc3ccc(NC(=O)c4ccc(OC)cc4)cc3C(=O)N2C)O1,2.0,11,0.0,-3,0,0.0,5,-9
COc1ccc2c3c([nH]c2c1)[C@H](CO)N(Cc1nccs1)CC31CN(Cc2nccs2)C1,4.2,-62,0.0,4,-5,0.3,4,x

# Screening results as filed in PubChem.
